Source: PubChem (PCMD)
eIF2B yeast act – eIF2B (yeast) activity modulation; S. cerevisiae eIF2B-epsilon R284H, GCN4-lacZ luminescence; 27,000 tested, 0.91% active; inhibition, % at 25 µM (by protocol);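 active = mutant luminescence inhibited past about 50% while wild type luminescence and mutant growth stay under set limits, limit read from the data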; also: some compounds called inactive have numbers as strong as hits
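System: Yeast eIF2B-epsilon R284H mutant carrying GCN4–beta-galactosidase fusion | Read-out basis: Percent inhibition, luminescence and growth | Compound: 25 µM single dose | Times: 16 h at 30 °C exposure | Measured by: Luminescence and A595 | Buffer or medium: YPD medium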
Yeast growth tox – Compounds toxic to wild-type S. cerevisiae growth; 30,000 tested, 0.3% active; AID 685; growth inhibition, % at 25 µM (by protocol); A595 turbidity, 16 h;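 active = mutant and wild-type yeast strains alike exhibit over 30% growth inhibition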;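 also: 0% = untreated cell controls and 100% = YPD media blanks without cells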
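system = S. cerevisiae wild-type or eIF2Bepsilon-R284H mutant strain | buffer or medium = YPD medium | dosing = one dose, 25 µM compound, 0.2% DMSO | schedule = 16 h at 30 °C | measured by = A595 turbidity | evaluation = growth inhibition (%) versus cell controls and blanks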
Yeast growth tox inhibition % – second read-out of Yeast growth tox, no call of its own (marks repeat the call); growth inhibition, %; S. cerevisiae eIF2Bepsilon-R284H mutant growth, A595 turbidity, 16 h;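 each compound tested once at 25 µM; 0% equals untreated cells and 100% equals cell-free medium blanks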
eIF2B yeast act mutant toxicity – recorded beside eIF2B yeast act, whose call it bears; growth inhibition, %; measured here: mutant yeast growth, toxicity;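 each compound tested once at 25 µM; zero equals untreated control growth and 100 equals blank medium absorbance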
Numbers without * were called inactive; x = not tested or not shown. Only part of the results is shown; the hit share may differ from the screen's.

SMILES | eIF2B yeast act | eIF2B yeast act mutant toxicity | Yeast growth tox | Yeast growth tox inhibition %
O=C(NCC12CC3CC(C1)CC(CNC(=O)N1CCCC1)(C3)C2)N1CCCC1 | x | x | 6 | 0
Clc1ccc(OCCCc2nc(-c3ccncc3)no2)c(Cl)c1 | -2 | 5 | -35 | 5
Cc1oc2cc3c(C(=O)N4CCN(c5ccccc5)CC4)c(C)oc3cc2c1C(=O)N1CCN(c2ccccc2)CC1 | 31 | -7 | -22 | -7
COc1ccc(Cl)cc1N1CCN(CCNC(=O)Nc2ccccc2C)CC1 | -10 | x | -4 | 0
CC(C)(C)NC(=O)CSc1nnnn1C(C)(C)C | 28 | 4 | -2 | 4
Cc1ccc2c(c1)OC(=O)CC2c1ccccc1 (stereo unspecified) | x | x | 22 | 4
C=CCC(Nc1ccccc1)C12C=CC(O1)C(C(=O)OC)=C2C(=O)OC (stereo unspecified) | 3 | -7 | 25 | -7
Cc1nc2c(nnn2Cc2ccccc2)c(=O)n1-c1ccccc1 | 18 | -2 | 3 | -2
CCOC(=O)C(C)NC(=O)C(NC(=O)C1CCC(CC)CC1)C(C)C (stereo unspecified) | 26 | 12 | 8 | 12
CCOc1ccc(C(=O)NCc2cccs2)cc1 | -38 | 20 | 6 | 20
CCC1CCCCN1C(=O)c1nn2cccnc2c1Cl (stereo unspecified) | 9 | 5 | -7 | 5
Cc1sc2nc(SCC(=O)N3CCCCC3)[nH]c(=O)c2c1C | -34 | -3 | -17 | -3
Cc1cccc(-n2ncc3c(N4CCCC4)ncnc32)c1 | 33 | x | 9 | 0
COc1ccccc1C1=Nn2c(nnc2C2CCCCC2)SC1 | 18 | -4 | 17 | -4
O=C(CSc1nc2c(cnn2-c2ccccc2)c(=O)[nH]1)c1ccc(Cl)cc1 | -21 | -15 | -6 | -15
N=c1ccn(Cc2ccccc2Cl)cc1 | x | x | -16 | 3
Cn1c(CNC(=O)Nc2cccc(Cl)c2)nnc1SCc1ccccc1 | -27 | 19 | 6 | 19
CCOc1cccc2sc(NC(=O)CC)nc12 | x | x | 5 | 9
COc1ccc(OC)c(N(CC(=O)Nc2ccc3c(c2)OCO3)S(=O)(=O)c2ccccc2)c1 | 30 | -9 | 0 | -9
CC(=O)c1ccc(N2CCN(C(=O)c3ccco3)C(C)C2)c(F)c1 (stereo unspecified) | x | x | 3 | 11
COC(=O)Cc1nnc(NC(=O)c2ccccc2)s1 | 19 | 19 | 21 | 19
CC(=O)c1cnc2c(-c3ccc(Cl)cc3)cnn2c1C | 35 | -10 | -22 | -10
Cc1ccnc(NS(=O)(=O)c2ccc(NC(=O)C3CCCCC3C(=O)O)cc2)n1 (stereo unspecified) | 24 | 19 | -16 | 19
NC(=O)c1c(C(F)(F)F)cc(-c2ccccc2)nc1NCCO | -1 | -7 | 1 | -7
COC(=O)c1ccc(=O)n(-c2ccc(OC)cc2)c1 | -9 | 4 | 0 | 4

Next part
SMILES | eIF2B yeast act | eIF2B yeast act mutant toxicity | Yeast growth tox | Yeast growth tox inhibition %
CCOc1cc(NC(=O)c2cnccn2)c(OCC)cc1NC(=O)c1ccc(C)cc1 | 5 | -33 | -5 | -33
Cc1cc(N2C(=O)C(O)=C(C(=O)c3cccs3)C2c2cccc(O)c2)no1 (stereo unspecified) | -33 | -14 | -9 | -14
CCOC(=O)C1C(=O)NC(N2CCc3ccccc32)=NC1c1ccccc1 (stereo unspecified) | 42 | x | x | x
Nc1cc(=O)[nH]c(SCC(=O)N2CCCc3ccccc32)n1 | -11 | x | 30 | 0
CCOc1ccc(S(=O)(=O)n2ccc(C)n2)c2ccccc12 | 26 | 10 | 0 | 10
Cc1csc(CCc2nc(C)cs2)n1 | 46 | 7 | -11 | 7
COCCNC(=O)CCn1c(=O)oc2ccccc21 | 25 | 19 | 23 | 19
O=C(c1ccc2c(=O)n(-c3ccccc3)c(=O)[nH]c2c1)N1CCCCC1 | 3 | x | x | x
COc1cccc(CNCCSc2nnnn2C)c1 | 23 | x | 26 | 0
CC12CCC(=O)N1c1c(sc3nc(N4CCOCC4)c4c(c13)CCCC4)C(=O)N2 (stereo unspecified) | -5 | -5 | -19 | -5
O=C(NCc1cccnc1)NC1(C(F)(F)F)Oc2ccccc2O1 | 19 | -8 | 3 | -8
Cc1cccc(OCC(=O)N2CCC(N3CCOCC3)CC2)c1 | 20 | 7 | 2 | 7
CCCCc1nnc(NC(=O)CC(=O)Nc2ccccc2C(=O)O)s1 | 19 | -15 | -5 | -15
O=C(c1ccccn1)N(Cc1ccco1)C1(C(=O)NC2CCCCC2)CCCCC1 | x | x | 14 | 10
O=C(Nc1ccccc1)NC1CC2CCC(C1)N2Cc1nnnn1Cc1ccc2c(c1)OCO2 (stereo unspecified) | -16 | 3 | 15 | 3
CC(C)C1Cc2c(sc3c2c(=O)n(Cc2ccccc2)c2nncn32)CO1 (stereo unspecified) | 17 | -3 | 12 | -3
O=C(COc1ccc(C(=S)N2CCOCC2)cc1)N1CCCC1 | 7 | 3 | 5 | 3
Brc1cnc(N2CCOCC2)nc1N1CCCCC1 | 30 | x | 9 | 0
O=C(CSc1nnc(-c2ccncc2)n1CCc1ccccc1)NCc1ccccc1 | 23 | -11 | -14 | -11
CC(=O)N1c2c(cc(Br)cc2S(=O)(=O)NCc2cccnc2)CC1C (stereo unspecified) | 16 | -8 | -15 | -8
CCn1c(=O)cc(OCC(=O)Nc2cccnc2)c2ccccc21 | 3 | -8 | 10 | -8
COc1ccc(-c2nnc(SCC(=O)N3CCCC(C)C3)o2)c(OC)c1 (stereo unspecified) | x | x | 7 | 7
COc1ccc(-c2noc(-c3ccc(Br)o3)n2)cc1OC | -49 | x | x | x
Cc1ccc(C(CC(=O)O)Nc2nc(N3CCCCC3)nc(N3CCCCC3)n2)cc1 (stereo unspecified) | 25 | 17 | 7 | 17
CCOc1ccc(C(=O)CSc2nnc3ccccn23)cc1 | -2 | 3 | 23 | 3

Sorted by molar mass (falling): 5 of the compounds above
SMILES | eIF2B yeast act | eIF2B yeast act mutant toxicity | Yeast growth tox | Yeast growth tox inhibition %
CCOC(=O)C1C(=O)NC(N2CCc3ccccc32)=NC1c1ccccc1 (stereo unspecified) | 42 | x | x | x
CCCCc1nnc(NC(=O)CC(=O)Nc2ccccc2C(=O)O)s1 | 19 | -15 | -5 | -15
CCOC(=O)C(C)NC(=O)C(NC(=O)C1CCC(CC)CC1)C(C)C (stereo unspecified) | 26 | 12 | 8 | 12
O=C(COc1ccc(C(=S)N2CCOCC2)cc1)N1CCCC1 | 7 | 3 | 5 | 3
COc1ccccc1C1=Nn2c(nnc2C2CCCCC2)SC1 | 18 | -4 | 17 | -4

(listing goes on)
SMILES | eIF2B yeast act | eIF2B yeast act mutant toxicity | Yeast growth tox | Yeast growth tox inhibition %
Cc1cc(-c2nn3c(C)nnc3s2)ccc1NC(=O)C(C)(C)C | -25 | 10 | -12 | 10
COCC(=O)Nc1nnc(C2CCCCC2)s1 | 15 | -4 | 15 | -4
CC12CN3CC(C)(CN(C1)C3c1ccc3ccccc3c1O)C2=O (stereo unspecified) | 40 | -14 | -10 | -14
Cc1ccc(Cn2ccc(NC(=O)c3cc(-c4ccc(F)cc4)on3)n2)cc1 | 15 | x | -28 | 0
O=C(CN1CCN(c2ccccc2)CC1)Nc1ccc(Oc2ccccc2)cc1 | x | x | -5 | 0
CN1CCc2nc(SCC(=O)Nc3ccc(Cl)cc3)c(C#N)cc2C1 | 62* | x | -14 | 10
CCOc1nc(Nc2ccc(F)cc2)nc(N2CCN(c3ccc(OC)cc3)CC2)n1 | 7 | -5 | -17 | -5
NC(=O)C1CNc2ccccc2O1 (stereo unspecified) | -10 | x | 8 | 0
COc1ccc(OC)c(NC(=O)Cc2nn(C)c(=O)c3ccccc23)c1 | 0 | x | 7 | 0
O=C(CSc1nnc(-c2cccnc2)n1Cc1ccco1)Nc1nc(-c2ccc(F)cc2)cs1 | 14 | x | x | x
CCN(C(=O)c1cc2cc3ccc(C)cc3nc2o1)c1ccc(OC)cc1 | 19 | -18 | -15 | -18
COC(=O)CSc1snnc1-c1ccc(Cl)cc1Cl | -34 | x | 20 | 0
COc1cccc(Cn2c(NCc3cccnc3)nc3c2c(=O)n(C)c(=O)n3C)c1 | -19 | 5 | -11 | 5
COc1ccc(C2C(=O)N(CCc3ccccc3)CC(=O)N2C2CCCC2)cc1 (stereo unspecified) | -11 | 19 | 1 | 19
COc1cccc(N(CC(=O)NCCSc2ccccc2)S(C)(=O)=O)c1 | 15 | x | -4 | 0
CCOC(=O)C1=C(C)N=C2SC(CC)C(=O)N2C1c1cccc(F)c1 (stereo unspecified) | 16 | 6 | 1 | 6
O=C(NCCc1ccccc1)c1nc2ncccn2n1 | -3 | -17 | 9 | -17
COC(=O)c1ccccc1NC(=O)N1c2ccccc2CC1C (stereo unspecified) | 45 | 21 | 33 | 21
CN1CCN(C(=O)c2cc3c(n(-c4ccccc4)c2=O)CC(C)(C)CC3=O)CC1 | 9 | 22 | 15 | 22
CCOCC(=O)Nc1nc2ccccc2s1 | 16 | x | 3 | 0
CC(C)C(c1nnnn1C1CCCCC1)N1CCOCC1 (stereo unspecified) | 17 | -9 | -6 | -9
COc1ccc(C2=CC(=O)OC3(CCCC3)O2)cc1 | x | x | 8 | 2
CCN(CC)c1ccc2cc(C(N)=O)c(=O)oc2c1 | 1 | 5 | 2 | 5
COc1ccc(N(CC(O)CN2C(=O)NC(C)(C)C2=O)S(=O)(=O)c2ccc(C)cc2)cc1 (stereo unspecified) | x | x | 10 | 10
CCCCS/C(N)=N/N=C/c1ccccc1O | 13 | 24 | -1 | 24

A few values from the entries so far.
For Yeast growth tox, COc1cccc(N(CC(=O)NCCSc2ccccc2)S(C)(=O)=O)c1 is listed with -4
For eIF2B yeast act, COCC(=O)Nc1nnc(C2CCCCC2)s1 is listed with 15
For eIF2B yeast act, COc1cccc(Cn2c(NCc3cccnc3)nc3c2c(=O)n(C)c(=O)n3C)c1 is listed with -19
For Yeast growth tox inhibition %, CN1CCc2nc(SCC(=O)Nc3ccc(Cl)cc3)c(C#N)cc2C1 is listed with 10
For eIF2B yeast act mutant toxicity, CCN(C(=O)c1cc2cc3ccc(C)cc3nc2o1)c1ccc(OC)cc1 is listed with -18

The list continues.
SMILES | eIF2B yeast act | eIF2B yeast act mutant toxicity | Yeast growth tox | Yeast growth tox inhibition %
CCC(C)NS(=O)(=O)c1ccc(OCC(=O)N2CCC(C)CC2)cc1 (stereo unspecified) | 7 | 3 | 2 | 3
COc1cc(CSc2ncn[nH]2)c(OC)cc1CSc1ncn[nH]1 | 21 | x | x | x
COc1ccc(OC)c(NC(=O)CCN2CCCC(C)C2)c1 (stereo unspecified) | 20 | x | x | x
O=C(CSc1nnnn1-c1ccccc1)Nc1nsc(-c2ccc(Cl)cc2)n1 | 31 | -27 | -53 | -27
CC1CCCCN1CCCNC(=O)c1ccc2c(=O)n(CCc3ccccc3)c(=O)[nH]c2c1 (stereo unspecified) | x | x | 23 | 10
COc1ccc(S(=O)(=O)C(C#N)c2nc3ccccc3nc2N2CCC(C)CC2)cc1 (stereo unspecified) | 39 | -15 | 3 | -15
Cc1noc(C)c1CSc1nnc2scc(-c3ccc(Cl)cc3)n12 | 18 | x | -1 | 0
O=c1cc(C(F)(F)F)oc2c1ccc1ccccc12 | -8 | x | 15 | 0
COC(=O)c1sc2cnccc2c1N | 20 | 4 | 22 | 4
CC(NC(=O)Cn1cnc2c1c(=O)n(C)c(=O)n2C)c1ccccc1 (stereo unspecified) | 24 | 14 | 2 | 14
CC(C)c1cc(Nc2cccc(O)c2)cc(C(C)C)c1O | 17 | x | x | x
O=C(NCC(=O)N(c1ccccc1F)C(C(=O)NCC1CCCO1)c1ccccc1)c1ccco1 (stereo unspecified) | 9 | 5 | 14 | 5
Cc1ccc(NS(=O)(=O)c2ccc(CCC(=O)NCCO)cc2)cc1 | 11 | 21 | 17 | 21
COc1ccc(/C=C\C(=O)CC(O)(c2ccccc2)C(F)(F)F)cc1 (stereo unspecified) | 23 | 15 | 17 | 15
Cc1ccc(-c2nc(C#N)c(NCc3cccc4c3OCO4)o2)cc1 | 27 | x | x | x
O=C(CN1C(=O)NC2(CCCc3ccccc32)C1=O)N1CCc2ccccc2C1 (stereo unspecified) | 16 | x | 13 | 0

Full records as entered above. Values in the order: eIF2B yeast act, eIF2B yeast act mutant toxicity, Yeast growth tox, Yeast growth tox inhibition %
Record of COc1ccc(S(=O)(=O)C(C#N)c2nc3ccccc3nc2N2CCC(C)CC2)cc1 (stereo unspecified) = 39, -15, 3, -15
Record of CCC(C)NS(=O)(=O)c1ccc(OCC(=O)N2CCC(C)CC2)cc1 (stereo unspecified) = 7, 3, 2, 3
Record of CC1CCCCN1CCCNC(=O)c1ccc2c(=O)n(CCc3ccccc3)c(=O)[nH]c2c1 (stereo unspecified) = x, x, 23, 10
Record of COc1ccc(/C=C\C(=O)CC(O)(c2ccccc2)C(F)(F)F)cc1 (stereo unspecified) = 23, 15, 17, 15
Record of Cc1ccc(NS(=O)(=O)c2ccc(CCC(=O)NCCO)cc2)cc1 = 11, 21, 17, 21
